From PubChem
NadD block: blocks S. aureus nicotinate mononucleotide adenylyltransferase; purified NadD enzyme, colorimetric absorbance read-out; inhibition, % at 20 µM; 0.78% of 360,000 active; in the data active means inhibition above about 26%; further: some compounds past the cut are filed as inactive
CSN inh: blocks human CSN-mediated cullin deneddylation. inhibition, % at 12.5 µM. 0.38% of 360,000 active. Purified CSN, SCF-Nedd8-OG deneddylation, fluorescence polarization. Q92905. AID 651999;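 active means pattern-corrected inhibition above about 35%, with an unprinted fluorescence ratio check between 0.5 and 1.5, limit read from the data, passing the limit was not always enough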;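 further: 0% = enzyme with substrate and 100% = substrate without enzyme; some results filed as inactive read as strong as hits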
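Material: purified human Csn5 enzyme expressed in HEK293T cells / Medium: Tris buffer pH 7.5, NaCl, DTT, Tween-20, trehalose, ovalbumin / Compound dosing: 12.5 µM single point / Schedule: 90 min incubation of compound, enzyme and substrate at room temperature / Signal: fluorescence polarization of the substrate / Control set: no-enzyme wells high, enzyme-with-substrate wells low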
Rin1-Abl PPI inh: blocks binding of human Rin1 to Abl; P00519+Q13671; TR-FRET Rin1/Abl binding, biochemical; inhibition, % at 7.35 µM; 0.4% of 360,000 active; AID 588664; in the data active means inhibition above about 5%, passing the limit was not always enough
Neddylation inh: inhibitors of human cullin neddylation; calls only at 25 µM; 0.58% of 360,000 active; P61081+Q13564; TR-FRET cullin neddylation, biochemical; AID 651699; in the data active means inhibition above about 36%
Target sequence (P61081 whole entry, looked up): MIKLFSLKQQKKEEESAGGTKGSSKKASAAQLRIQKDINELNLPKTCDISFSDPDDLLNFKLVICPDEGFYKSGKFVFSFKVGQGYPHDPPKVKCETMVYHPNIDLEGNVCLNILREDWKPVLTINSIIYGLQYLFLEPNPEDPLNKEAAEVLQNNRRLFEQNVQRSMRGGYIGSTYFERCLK
Target sequence (Q13564 whole entry, looked up): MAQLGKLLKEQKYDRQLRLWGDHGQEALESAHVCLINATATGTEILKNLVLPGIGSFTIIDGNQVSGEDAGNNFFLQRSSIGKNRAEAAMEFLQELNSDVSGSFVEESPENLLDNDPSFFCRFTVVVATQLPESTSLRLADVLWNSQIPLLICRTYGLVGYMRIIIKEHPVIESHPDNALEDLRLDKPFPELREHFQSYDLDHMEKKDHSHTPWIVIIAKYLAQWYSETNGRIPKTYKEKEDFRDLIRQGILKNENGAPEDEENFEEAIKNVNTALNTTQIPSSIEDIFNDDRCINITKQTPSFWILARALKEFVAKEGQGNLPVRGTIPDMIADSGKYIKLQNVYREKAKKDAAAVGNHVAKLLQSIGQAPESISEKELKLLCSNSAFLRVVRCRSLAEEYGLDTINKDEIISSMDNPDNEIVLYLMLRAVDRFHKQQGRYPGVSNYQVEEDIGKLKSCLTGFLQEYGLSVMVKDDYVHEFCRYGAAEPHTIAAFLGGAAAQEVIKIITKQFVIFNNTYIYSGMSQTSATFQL
FAS-TE inh: blocks the thioesterase domain of human fatty acid synthase. P49327. recombinant FAS-TE, OMFH fluorogenic substrate, fluorescence endpoint. inhibition, % at 15 µM. 0.67% of 360,000 active. AID 602261;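 active means compounds whose normalised, plate-corrected inhibition of enzyme fluorescence in the single-dose primary screen is 50% or more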;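 further: 0% = DMSO with enzyme and 100% = substrate without enzyme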
PABP1 MLLE inh: blocks PAM2 peptide binding to the PABP1 MLLE domain. P11940. GST-MLLE / FITC-PAM2 fluorescence polarization. inhibition, % at 20 µM. 0.36% of 360,000 active. AID 588489; in the data active means inhibition above about 35%, passing the limit was not always enough;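 further: plate controls were DMSO wells with GST-MLLE for no effect and wells lacking GST-MLLE protein for full effect; some results filed as inactive read as strong as hits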
SKN-1 block: inhibitors of C. elegans SKN-1; AID 624304; inhibition, % at 21.8 µM; 0.49% of 360,000 active; C. elegans VP596 Pgst-4::GFP/RFP ratio, acrylamide-induced, 24 h;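 active means interference check ratio from 0.5 to 1.5 plus GFP to RFP signal ratio inhibition reaching or exceeding a fixed threshold, cut at about 30% in these data, passing the limit was not always enough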; further: some compounds called inactive have numbers as strong as hits
MT1-MMP act inh: blocks activation of human MT1-MMP; HT1080 RFP-PRO-GFP cells, GFP/RFP ratio fluorescence, overnight; percent of plate control window, DMSO zero; 0.061% of 360,000 active; P50281; GFP/RFP ratio change, % at 20 µM;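 active means GFP/RFP ratio change of at least 30% with cell ATP level not reduced by more than half and red fluorescence within 50% of control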; further: strong numbers were not always called active
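Assay system: RFP-PRO-GFP reporter HT1080 cells; read-out basis: GFP/RFP fluorescence ratio; benchmarks: DMSO wells and RFP-L50D-GFP cells; doses: 20 µM single dose, 1% DMSO; schedule: overnight cell settling, then overnight compound exposure, 37 °C, 5% CO2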
Rpn11 inh: Rpn11 (human) deubiquitinase inhibition; human 26S proteasome, Ub4-pepOG fluorescence polarization; 20S core pre-blocked with epoxomicin; calls only at 20 µM; 0.59% of 360,000 active; AID 588493;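 active means inhibition at 20 µM, scaled to each plate's controls, above about 33%, limit read from the data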
* = called active by the depositor; i = inactive; nt = not tested or not shown.

No.	SMILES	NadD block	CSN inh	Rin1-Abl PPI inh	Neddylation inh	FAS-TE inh	PABP1 MLLE inh	SKN-1 block	MT1-MMP act inh	Rpn11 inh
1	Cc1ccc(C(=O)N2CCN(C)CC2)cc1S(=O)(=O)N1CCCCCC1	-3	0	0	i	-4	-1	14	-2	i
2	COC(C[C@H](O)[C@@H](C)[C@H](O)COCc1ccccc1)OC	4	4	4	i	-7	-6	7	-1	i
3	Clc1ccc(CN2CCSCC2)cc1Cl	-3	1	3	i	6	-8	7	-2	i
4	Cc1cccc(SC2CCN(Cc3nc(CC4CC4)no3)CC2)c1	2	6	-3	i	14	-2	3	1	i
5	CCOC(=O)C1CCN(C(=O)Cc2c(F)cccc2Cl)CC1	9	1	4	i	-7	6	8	-2	i
6	CC(=O)c1cn(CCOc2cc(C)ccc2C)c2ccccc12	-5	-3	2	i	3	13	6	7	i
7	COCCC(=O)Nc1ccc2c(c1)CN(C(=O)CCOC)CC2	-7	-4	0	i	-13	12	-8	-1	i
8	COc1cccc(-c2nc(CS(=O)(=O)CC(=O)NCC(C)c3ccccc3)c(C)o2)c1 (stereo not given)	-4	1	0	i	13	14	2	-3	i
9	C[C@@H]1CCC[C@H](C)N1Cc1nc(Cc2ccccc2Cl)no1	-1	-3	-1	i	-1	10	4	3	i
10	Cc1nc(S/C(=C/c2ccc(OCc3ccc(C(=O)O)cc3)cc2)C(=O)O)n[nH]1	14	-1	0	i	-2	-6	4	-4	i
11	COc1cccc(CN(C)CC(=O)Nc2cc3oc4ccccc4c3cc2OC)c1	-2	-13	-3	i	22	-9	9	-4	i
12	CC(NC(=O)COc1cccnc1[N+](=O)[O-])c1ccc(F)cc1 (stereo not given)	4	-1	1	i	0	-6	4	5	i
13	COc1ccccc1C(=O)NCCC(=O)OCC(=O)Nc1ccc(S(N)(=O)=O)cc1	-2	-2	0	i	-5	6	9	-1	i
14	CCCOc1ccc(C(=O)NNC(=O)c2cccc(S(=O)(=O)N3CCN(C(C)=O)CC3)c2)cc1OC	-2	4	4	i	-8	1	17	1	i
15	COc1ccc(S(=O)(=O)N2CCCCC2)cc1NC(=O)CCNC(=O)c1ccc(Cl)cc1	0	-3	2	i	7	-48	5	1	i
16	COc1ccc(N2CCN(C(c3cc4cc(C)ccc4[nH]c3=O)c3nnnn3Cc3ccccc3)CC2)cc1 (stereo not given)	17	1	-2	i	28	26	13	-9	i
17	COc1ccc2sc(N(CCCN(C)C)C(=O)c3ccc(S(=O)(=O)N4CCCc5ccccc54)cc3)nc2c1	11	3	-3	i	11	18	5	3	i
18	CSc1nccc(NC(=O)c2cccc(Br)c2)n1	-10	4	1	i	4	13	12	-1	i
19	COc1cc2nc(CN(CCC(C)C)Cc3nc4cc(OC)c(OC)cc4c(=O)[nH]3)[nH]c(=O)c2cc1OC	7	-2	1	i	-2	9	2	4	i
20	COc1ccc(S(=O)(=O)N(C)C)cc1NCC(=O)Nc1cccc2ccccc12	0	3	-3	i	3	1	2	5	i
21	CN(Cc1ccccc1)c1oc(COc2ccccc2F)nc1C#N	-2	-1	-3	i	27	-1	-6	-4	i
22	O=C(CN(CC1CCCO1)C(=O)CCC(=O)Nc1ccccn1)NCc1ccccc1 (stereo not given)	-1	-2	0	i	-4	12	11	2	i
23	Cc1ccc(C(=O)Nc2ccon2)cc1S(=O)(=O)N1CCOCC1	-1	4	-4	i	-8	-3	4	5	i
24	Cc1nnc(NC(=O)C2CC(=O)N(Cc3ccccc3)C2)s1 (stereo not given)	0	3	-1	i	-4	-6	-4	2	i
25	CCOC(=O)N1CCN(Cc2nc3cc(NC(=O)C(C)C)ccc3n2CC)CC1	-3	-2	4	i	-6	3	-7	-1	i
26	Nc1ccc(S(=O)(=O)c2ccc(N)cc2)cc1	2	-2	-4	i	-12	4	-2	4	i
27	CCn1cnc2c1c(=O)n(Cc1ccc(C(=O)OC)cc1)c(=O)n2Cc1ccccc1	-6	-1	2	i	15	-4	-7	-2	i
28	COc1cc2nc(C3CCC3)n(NC(=O)C3CCC3)c(=O)c2cc1OC	-6	-1	3	i	3	6	-24	-1	i
29	O=C(c1ccc2c(c1)OCCO2)C1CCN(S(=O)(=O)c2ccccc2F)CC1	-8	-5	0	i	28	1	-6	0	i
30	CCc1c(N)nc(N)nc1Nc1ccccc1Cl	-1	3	2	i	-6	13	-4	3	i

(continued)
No.	SMILES	NadD block	CSN inh	Rin1-Abl PPI inh	Neddylation inh	FAS-TE inh	PABP1 MLLE inh	SKN-1 block	MT1-MMP act inh	Rpn11 inh
31	O=c1[nH]c(NCCO)nc2ncn(Cc3ccccc3)c12	-1	0	0	i	-7	-8	-7	11	i
32	COc1cc(C(=O)ON=C2C=C(C)C(=O)C(C)=C2)cc(OC)c1OC	-5	2	-4	i	1	25	2	-20	i
33	C=CCc1cccc2cc(C(=O)Nc3ccccc3C(=O)O)c(=O)oc12	4	12	-2	i	-2	37	7	0	i
34	Cc1ccccc1OCCn1c(C)nc2ccccc21	-4	-2	-3	i	1	9	-6	6	i
35	Cc1cc(C)cc(OCc2ccc(C(=O)O)o2)c1	-2	3	-2	i	-6	20	2	0	i
36	CCOc1cc(C(=O)Nc2ccccc2N2CCOCC2)ccc1OCC(=O)N1CCOCC1	3	-6	2	i	-10	-2	1	1	i
37	CCN(CC)CC(=O)Nc1c(C)cc(C(C)(C)C)cc1C	-5	5	-5	i	-4	-12	-2	4	i
38	O=c1oc(-c2ccc(O)c(O)c2)cc2cccc(O)c12	3	12	0	nt	5	-1	5	1	i
39	CCOC(=O)c1c(C)[nH]c(C(=O)OCC(=O)c2ccc(OC)cc2OC)c1C	-16	10	-149	i	-1	-4	3	7	i
40	COc1ccc(NC(=O)CSc2ccc3nnc(-c4cccnc4)n3n2)cc1OC	-5	-1	-5	i	-3	-11	-45	1	i
41	Cc1ccc(-c2cc(C(=O)NCCCn3ccnc3)c3cc(Br)ccc3n2)o1	49*	-1	-1	i	-20	5	8	-5	i
42	CC(=O)Nc1ccc(NC(=O)CSc2nnnn2-c2ccc(F)cc2)cc1	-7	3	-2	i	-1	21	-3	3	i
43	COC(=O)CS(=O)(=O)c1nnc([C@H](Cc2ccccc2)NC(=O)OC(C)(C)C)o1	3	6	5	i	39	18	12	-1	i
44	N#Cc1nc(Cc2cccc3ccccc23)oc1NCCN1CCCCC1	2	3	-4	i	0	4	-5	-6	i
45	CC(=O)c1ccc(N2CCN(S(=O)(=O)c3ccc4c(c3)NC(=O)CC(=O)N4)CC2)cc1	-6	4	1	i	9	7	9	0	i
46	COc1ccc(N2CCN(C3CC(=O)N(Cc4ccccc4)C3=O)CC2)cc1 (stereo not given)	2	-1	3	i	1	-3	-11	6	i
47	CC(C(=O)N1CCc2ccccc21)n1cccc1 (stereo not given)	-4	0	1	i	-4	-4	-12	-2	i
48	CCCCN(C)Cc1c(C)[nH]c2ccc(OCC)cc2c1=O	-2	1	2	i	-12	-1	-11	1	i
49	CC(C)Cc1nnc(NC(=O)CCC(=O)N2CCN(c3ccccc3F)CC2)s1	-7	4	0	i	0	-7	1	-1	i
50	C/C(=N\NC(=S)NC(C)C)c1cccc([N+](=O)[O-])c1	0	-6	-1	i	8	14	6	-5	i
51	Cc1ccc2c(c1)CO[C@@]21O[C@H](CCO)C[C@H](O)[C@H]1O	-4	-3	1	i	-10	16	-8	2	i
52	COc1ccc(/C(C)=N/N2C(=O)c3ccccc3NC2c2ccc(O)c(OC)c2)cc1 (stereo not given)	4	-5	-1	i	5	-6	-26	14	i
53	Cc1cc(-c2nnc3sc(C4CCCCC4)nn23)n[nH]1	-4	5	3	i	-2	-1	-10	0	i
54	COc1ccc(C(=O)NC(=S)NCCO)cc1Br	9	1	-1	i	-3	34	1	1	i
55	Cc1ccccc1Cn1ccc(-c2ccc(Cl)cc2)c(C#N)c1=O	-1	3	-7	i	-8	5	-10	0	i
56	Cn1c(=O)c2c(SCC(=O)N3CCCCC3)nc(-c3ccccc3F)nc2n(C)c1=O	-5	5	-4	i	4	8	-3	0	i
57	Cc1ccc(C(=O)OCC(=O)N2CCC(c3ccccc3)=N2)c(C)c1	3	2	0	i	23	-3	1	-1	i
58	Cc1ccc(Nc2c(-c3ccc(N4CCOCC4)cc3)nc3ncccn23)c(C)c1	12	0	-6	i	1	-18	9	-4	i
59	Cc1cc(-c2n[nH]c(=S)n2Cc2ccco2)n(C)n1	-1	-3	-1	i	-11	-31	10	4	i
60	COc1ccc(C(=O)NCC(=O)OCC(=O)N2CC(C)CC(C)C2)cc1 (stereo not given)	4	1	-4	i	-5	-7	16	-7	i

Some of these compounds in order of their number in Rin1-Abl PPI inh, low to high.
cpd	SMILES	Rin1-Abl PPI inh
58	Cc1ccc(Nc2c(-c3ccc(N4CCOCC4)cc3)nc3ncccn23)c(C)c1	-6
34	Cc1ccccc1OCCn1c(C)nc2ccccc21	-3
35	Cc1cc(C)cc(OCc2ccc(C(=O)O)o2)c1	-2

Continuation:
No.	SMILES	NadD block	CSN inh	Rin1-Abl PPI inh	Neddylation inh	FAS-TE inh	PABP1 MLLE inh	SKN-1 block	MT1-MMP act inh	Rpn11 inh
61	COCCNc1nc2c(c(=O)[nH]c(=O)n2C)n1CCCc1ccccc1	-3	1	-3	i	-4	10	8	0	i
62	O=C1N=C(N2CCc3ccccc3C2)S/C1=C\c1cccc(O)c1	12	9	-2	i	-2	4	8	-1	i
63	CCN1CCN(c2ccc(S(=O)(=O)N3CCCCC3)cc2NC(=O)c2ccc([N+](=O)[O-])s2)CC1	2	0	-3	i	0	-50	3	3	i
64	Cc1ccc(/C=N/NC(=O)CSc2nc3ccccc3n2Cc2ccc(Cl)cc2)o1	17	-4	-1	i	29	-47	-14	0	i
65	CNC(=O)c1c[nH]c2ccc(S(=O)(=O)Nc3ccccc3F)cc2c1=O	-1	3	0	i	-7	-5	5	6	i
66	O=C(COC(=O)/C=C/c1ccco1)NCc1ccc(Cl)cc1	0	-3	3	i	3	2	13	-3	i

Rows were taken by chance; about 3.9% have a hit in one of these screens.
